GPR151 activ: human GPR151 activation. Q8TDV0. PathHunter beta-arrestin GPR151 cells, luminescence. activation, % at 11.2 µM. 650,000 compounds, 1% hits. AID 1508602; in the data active = activation above about 4.9%;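 note: 0% = median of compound wells and 100% = cells with positive control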
TEAD-YAP block: TEAD-YAP interaction inhibition; HEK-TIYL cells, TEAD-Gal4/YAP UAS-luciferase luminescence; inhibition, % at 9.12 µM; AID 1259422; 640,000 compounds, 1.4% hits; in the data active = inhibition above about 32%;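 note: 0% = median of test compound wells and 100% = reference inhibitor wells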
MITF inh: blocks human microphthalmia-associated transcription factor | AlphaScreen MITF homodimerization, bead proximity signal | 650,000 compounds, 0.91% hits | inhibition, % at 2.6 µM | O75030; in the data active = inhibition above about 50%;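 note: 0% = vehicle wells with protein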
FBW7 activator: human FBW7 E3 ligase activation, primary screen | AlphaScreen FBW7–phospho-cyclin E peptide binding, activator screen | AID 1259310 | 650,000 compounds, 0.13% hits | normalized activity (activation), % at 26.1 µM; in the data active = normalized activity above about 1.9%;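 note: purified mutant Fbw7 with reduced substrate affinity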
Target sequence (Q969H0 whole entry, looked up): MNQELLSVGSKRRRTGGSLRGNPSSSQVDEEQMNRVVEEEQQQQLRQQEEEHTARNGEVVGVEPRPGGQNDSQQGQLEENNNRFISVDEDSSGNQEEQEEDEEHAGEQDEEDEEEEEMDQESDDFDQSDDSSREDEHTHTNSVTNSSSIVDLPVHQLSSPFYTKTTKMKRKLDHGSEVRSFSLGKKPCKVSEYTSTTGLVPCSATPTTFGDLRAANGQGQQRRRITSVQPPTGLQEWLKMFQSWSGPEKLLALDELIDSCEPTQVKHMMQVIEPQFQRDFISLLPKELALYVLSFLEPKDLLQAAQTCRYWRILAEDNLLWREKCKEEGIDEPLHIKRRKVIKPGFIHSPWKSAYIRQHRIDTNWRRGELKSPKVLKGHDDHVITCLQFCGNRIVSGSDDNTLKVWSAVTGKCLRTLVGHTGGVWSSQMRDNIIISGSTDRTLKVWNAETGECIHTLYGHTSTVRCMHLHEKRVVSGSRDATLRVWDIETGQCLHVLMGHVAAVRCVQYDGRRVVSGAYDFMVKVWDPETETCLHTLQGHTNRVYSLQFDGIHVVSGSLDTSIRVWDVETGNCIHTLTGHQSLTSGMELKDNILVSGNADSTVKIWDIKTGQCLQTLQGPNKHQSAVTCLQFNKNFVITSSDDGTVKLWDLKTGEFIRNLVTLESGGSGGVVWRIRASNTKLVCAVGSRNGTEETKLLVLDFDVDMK
Active calls of the source: *; & = joins results of further samples.

SMILES	GPR151 activ	TEAD-YAP block	MITF inh	FBW7 activator
Cc1nc(C(=O)NCC2CCC3(CCN(Cc4cccnc4)CC3)O2)cs1 (stereo unspecified)	-0.6	-8	3	-0.1
O=C(N(Cc1ccccc1)c1ccccn1)C12CC3CC(CC(C3)C1)C2	-1.7	8	-10	0.1
CN(CCC#N)C(C(=O)NC1CCCCC1)c1ccccc1 (stereo unspecified)	-0.8	8	14	0.0
COc1cccc(C2CC(c3cccs3)=NN2C(=O)c2ccco2)c1O (stereo unspecified)	1.3	-7	4	-0.1
COc1ccc(CSc2nnc3[nH]c(=O)cc(N)n23)cc1	0.2	-7	7	-0.2
Cc1cccc(OCc2nn3c(Cn4cnc5ccccc54)nnc3s2)c1	-0.3	13	19	0.5
Cc1[nH]n(-c2ccccc2)c(=O)c1C1=NC2(CCCCC2)Cc2ccccc21	-1.2	-11	18	-0.2
O=C1c2ccc([N+](=O)[O-])cc2C(=O)N1c1ccc(Br)cc1	0.1	4	-8	0.0
O=C(Cn1cnc2sc3c(c2c1=O)CCCC3)NCC(=O)Nc1cccc(Cl)c1	0.5	-1	-9	0.0
COc1ccccc1-n1cc(CN2CCc3nnc(CCc4ccccc4)n3CC2)cn1	0.8	6	0	0.2
COc1ccc(CN2CCc3nnc(CCNC(=O)c4ccco4)n3CC2)c(O)c1	-1.0	-14	9	-0.2
COc1cc(-c2nc(Cc3ccccc3Cl)no2)cc(OC)c1OC	1.1	-3	1	0.1
O=C(Nc1nc(-c2ccc(F)c(F)c2)cs1)c1ccc(Br)cc1	0.9	3	4	0.0
CCN(CC)S(=O)(=O)c1ccc(C(=O)Nc2ccccc2C(=O)Nc2ccc(C)cc2C(=O)c2ccccc2)cc1	4.1	8	4	0.2
Cc1ccc(C(=O)NC(Nc2ccccc2)C(=O)c2ccccc2)cc1 (stereo unspecified)	-1.2	-5	3	-0.3
CCn1nc(C)c(CN2CCOc3ccc(CN4CCCCC4C(=O)OC)cc3C2)c1C (stereo unspecified)	-0.7	-6	7	-0.1
CC(C)(C#CCN1CCOCC1)OCCOCc1ccccc1	0.4	-11	7	0.4
COc1cccc(N2CCN(S(=O)(=O)c3cccs3)CC2)c1	-0.9	-8	-9	-0.1
COc1ccc(C2CC(C(F)(F)F)n3nc(C(=O)N4CCC(C)CC4)cc3N2)cc1OC (stereo unspecified)	-0.3	8	17	0.0
CCc1nc2sc3c(c2c2nnc(SCC(N)=O)n12)CCC(C)C3 (stereo unspecified)	1.3	9	3	-0.2
CCN(CC)C(=O)CN1CCC(c2ccccc2F)CC1	-0.9	4	22	0.2
COc1cc(/C=c2\sc3nc(=O)c(Cc4ccccc4)nn3c2=O)cc(OC)c1OC	-0.7	2	6	0.0
Cc1nnsc1C(=O)N1CCc2c([nH]c3ccccc23)C1C(C)(C)C (stereo unspecified)	1.7	3	4	0.1
COCCSc1ccccc1C(=O)Nc1nnc(COC)s1	-0.3	4	11	0.0
CN(C)c1ccc(NC(=O)CCN2C(=O)C3C4C=CC(C4)C3C2=O)cc1 (stereo unspecified)	5.2*	-15	-1	0.1
COc1ccc(NC(=O)c2oc3ccccc3c2C)c([N+](=O)[O-])c1	-0.8	-12	-16	-0.3
S=c1n(CN2CCC(Cc3ccccc3)CC2)nc2ccccn12	-0.3	0	18	0.1
CCOC(=O)C1=C(C)NC(C(=O)NCCCN2CC(C)CC(C)C2)CS1 (stereo unspecified)	-0.8	0	12	0.2
Cc1cnc(C(=O)OCC(=O)NCC2CCCCC2)cn1	0.9	1	4	-0.2
CCOC(=O)C1=C(N)N(c2ccccc2)C2=C(C(=O)CCC2)C1c1ccc(OC)c(OC)c1 (stereo unspecified)	0.0	-4	4	-0.1

(further entries)
SMILES	GPR151 activ	TEAD-YAP block	MITF inh	FBW7 activator
O=C1CCN(Cc2cn[nH]c2-c2ccc(F)cc2)CCN1CCOc1ccc(F)cc1	-0.2	1	-8	-0.2
CCOC(=O)c1ccccc1NC(=O)CSc1ncc(-c2ccccc2)[nH]1	-1.5	-11	-9	0.0
Cn1cnnc1-c1cccc(NS(=O)(=O)c2ccc(Cl)cc2)c1	0.7	-1	4	-0.2
CCC(=O)Oc1ccc(/C=c2\sc3nc4ccccc4n3c2=O)cc1OC	1.1	-15	-3	-0.1
Cc1ccc(NC(=O)c2cnn3cccnc23)c(C)c1	-4.1	-23	5	0.3
Cc1ccccc1NC(=O)CCOc1ccccc1C	-0.7	4	5	0.0
COCCNc1nc2nonc2nc1N1CCCC1c1ccccc1OC (stereo unspecified)	-1.6	-14	1	0.3
Cc1cccc(CN[C@H]2C[C@H]3C(=O)N[C@@H](CC4CCCCC4)C(=O)N3C2)c1	-0.4	3	4	0.2
CCCCCNC(=O)CCNS(=O)(=O)c1ccc(Br)cc1	0.7	-8	6	0.0
CC1CCN(c2ccc(C(F)(F)F)cn2)CC1	0.4	8	-5	0.2
CCOc1cc(S(=O)(=O)n2nnc3ccccc32)ccc1Br	-1.6	2	12	0.4
O=C1CCC(=O)N1c1ccc(-c2nc3sc4c(c3c(=O)o2)CCC4)cc1	-0.1	-1	0	0.0
CC(=O)c1ccc(NC(=O)c2ccc(OC(C)C)cc2)cc1	2.6	-37	11	-0.1
COc1ccc(-n2cnc3nc(C)c(C(=O)/C=C/N(C)C)c(-c4ccccc4)c32)cc1	3.1	1	-2	0.0
COc1ccc(/C=C2\C(=N)N3N=C(N4CCCC4)SC3=NC2=O)cc1OC	1.8	-4	11	0.1
COc1ccccc1CC(=O)NC(c1ccc(F)c(F)c1)c1nccn1C (stereo unspecified)	2.4	4	-2	-0.2
CCc1csc2ncc(C(=O)NCC(C)O)c(=O)n12 (stereo unspecified)	-0.2	-4	12	-0.6
COc1ccc(-c2nnc(SCC(=O)N(C)C)n2C2CCCCC2C)cc1 (stereo unspecified)	-1.3	-5	5	-0.1
CC(=O)N1CCN(C(=O)CN2C(=O)NC(CC(C)C)C2=O)CC1 (stereo unspecified)	0.8	7	8	1.3
COC(=O)Cn1cnc2c(C#N)c3n(c2c1=O)CCCCC3	1.3	5	6	0.0
Cc1ccc(-c2nc(N)sc2C)cc1C	-0.1	0	31	1.0
COc1ccc(Nc2nc(NCC3CCCO3)c3[nH]cnc3n2)cc1 (stereo unspecified)	-1.1	1	10	0.0
Cc1ccc(NC(=O)c2ccc3c(=O)n(-c4cccc(C(F)(F)F)c4)c(=S)[nH]c3c2)cc1Cl	-0.6	-1	10	-0.1
COc1cccc(CC2(C3CCN(Cc4nc[nH]c4C)CC3)NC(=O)N(C)C2=O)c1 (stereo unspecified)	-0.4	7	9	0.0
C=CCn1c(COc2ccccc2OC)nc2ccccc21	-2.4	-11	19	0.7
O=S(=O)(c1ccc(I)cc1)N1CCCCCC1	-0.1	4	-21	0.1
C=CCN(S(=O)(=O)c1ccc(Cl)cc1)S(=O)(=O)c1ccccc1OC	0.8	-2	2	0.0
CNC(=O)/C(C#N)=C\c1ccc(OCc2cccc(C(=O)O)c2)cc1	-7.6	27	14	-0.2
CCOc1ccc(-n2c(CNC(=O)Cc3ccc(OC)cc3)nnc2SCC(=O)N2CCc3ccccc32)cc1	-0.3	1	7	0.0
COc1cc(Cl)c(CN2CCN(CC(C)C)C(CCO)C2)cc1OC (stereo unspecified)	1.0	12	7	0.2

Next section:
SMILES	GPR151 activ	TEAD-YAP block	MITF inh	FBW7 activator
CCn1cc(C(=O)N2CCN(Cc3cccc(OC)c3)C[C@@H]2C)c(C)n1	0.5	14	1	0.0
CC(=O)Oc1ccccc1/C=N/NC(=O)CNc1ccc2ccccc2c1	0.5	6	4	-0.2
CC1CCN(c2c(NCc3ccc(C(=O)NCc4ccccc4)cc3)c(=O)c2=O)CC1	-1.1	-1	4	-0.1
CCc1ccc(C2C(C(=O)OCCOc3ccccc3)=C(C)NC3=C2C(=O)CC(C)(C)C3)cc1 (stereo unspecified)	0.4	7	-1	-0.1
O=C1c2cccc([N+](=O)[O-])c2C(=O)N1c1ccc(Oc2cccc3ccccc23)cc1	1.1	74*	6	-0.1
C=CCNc1cc(-c2ccccc2F)nc(-c2ccncc2)n1	0.8	11	17	0.0
CCCNC(=S)Nc1cc(OC)c(Cl)cc1OC	-0.3	-8	10	0.1
COc1ccc(NC(=O)c2noc(C(C)C)c2[N+](=O)[O-])cc1OC	-0.5	-20	2	-0.2
COC(=O)c1ccc(OC(=O)c2ccc(OC)c(OC)c2)c(OC)c1	1.2	1	7	0.6
Cc1ccc(-c2cncnc2C2CCCN(C(=O)Cc3ccc4c(c3)OCO4)C2)cc1 (stereo unspecified)	0.2	-2	-4	-0.1
CNC(=O)c1c(NC(=O)c2ccc([N+](=O)[O-])s2)sc2c1CCCCC2	0.6	5	-12	0.2
CCCCN(C)S(=O)(=O)c1ccc(C(=O)Nc2sc3c(c2C(N)=O)CCN(C(=O)OCC)C3)cc1	1.8	-6	-1	0.1
OC(COc1ccccc1CNCC1CC1)CN1CCc2ccccc2C1 (stereo unspecified)	-1.0	4	-5	0.0
O=S(=O)(NCC(c1ccc2c(c1)OCO2)N1CCOCC1)c1ccc2c(c1)OCCO2 (stereo unspecified)	1.4	-6	4	-0.3
CC(C)OCCCNC(=O)C1CC(Cc2ccc(F)cc2)=NO1 (stereo unspecified)	1.5	-12	53*	-0.2
COc1ccc(C2C(C(=O)Nc3ccc(Br)cc3C)c3ccccc3C(=O)N2c2ccc(OC)cc2)cc1 (stereo unspecified)	-1.0	-1	1	-0.2
COc1cc(CNC(=O)CC2C(=O)NCCN2Cc2ccc(OC)cc2F)cc(OC)c1 (stereo unspecified)	0.6	2	8	0.1
c1ccc2oc(CCc3nc4ccccc4o3)nc2c1	-0.1	-27	-9	-0.1
Cc1ccc([N+](=O)[O-])cc1NC(=O)COc1ccc(S(=O)(=O)N2CCCCC2)cc1	-1.5	-10	-1	-0.1
Cc1c(NC(=O)Cn2nc(C(F)(F)F)cc2C2CC2)c(=O)n(-c2ccccc2)n1C	0.0	11	18	0.6
COc1ccc(Cl)cc1NC(=O)N1CCCC1	-0.4	2	-19	0.0
CCn1c(C)cc(/C=C2\C(=O)NC(=O)N(c3ccccc3F)C2=O)c1C	-1.4	-2	18	-0.1
COC(=O)c1cccc(NC(=O)c2cc3ccccc3oc2=O)c1	-1.5	8	31	0.2
COc1ccc(C2=CC(c3ccc(C)cc3)n3ncnc3N2)cc1OC (stereo unspecified)	1.2	-68	3	0.0
Cc1ccc(NC(=O)C(CC(C)C)NC(N)=O)cc1Cl (stereo unspecified)	0.6	5	-14	0.0
CC1CCN(C(=O)c2ccc(Sc3ccccc3Cl)c([N+](=O)[O-])c2)CC1	-0.6	3	16	-0.3
Cc1c(OCC(F)(F)F)ccnc1CS(=O)c1nc2ccccc2[nH]1 (stereo unspecified)	-0.1&-0.5&-2.1&2.9	-26&-65&-37	-1&-7&7&-1	-0.1&-0.2&-0.1&-0.1
C=CCNC(=O)COc1ccc(CC)cc1Br	-0.5	-62	-2	0.1
O=C(NCCc1nnc2n1CCN(Cc1ccc3c(c1)CCO3)CC2)c1ccoc1	-0.8	-3	-2	0.0
CC(=O)c1c(C)[nH]c(C(=O)Nc2cc(C)ccc2C)c1C	-0.7	2	-3	-0.2

(more compounds)
SMILES	GPR151 activ	TEAD-YAP block	MITF inh	FBW7 activator
Cc1ccc(-c2nnn(CC(=O)NC(C)(C)C)n2)cc1	0.8	-29	-9	-0.1
CC(=O)N/C(=C\c1ccc(F)cc1)C(=O)O	0.8	-8	-3	-0.1
O=C(CSc1cccc[n+]1[O-])Nc1c(Cl)cc(Cl)cc1Cl	0.1	7	4	0.5
COCCOC(=O)c1c(C)oc2ccc(OC(C)C(=O)OC)cc12 (stereo unspecified)	-0.7	6	14	0.6
C/C(=C\C(=O)OCCCCCCCCC(=O)O)C[C@@H]1OC[C@H](C[C@@H]2O[C@H]2[C@@H](C)[C@H](C)O)[C@@H](O)[C@H]1O	-0.7&-0.1&0.1	-4&3	7&12&-1	0.0&0.1&0.0
COc1cccc2s/c(=N/C(=S)NC(=O)c3ccc(C(=O)c4ccccc4)cc3)n(C)c12	1.2	13	1	0.3
CCCCn1c(CNC(=O)c2ccc(OC)c(OC)c2)nnc1SCC(=O)Nc1sc2c(c1C(=O)OCC)CCCCC2	0.0	3	-1	0.0
